# Screening data as filed in PubChem BioAssay.
# TCR act: activates T cell receptor signaling | primary human leukocytes, anti-CD3, IL-2 HTRF, 48 h | Potency, µM (series often up to 9.22 µM), for inactives: top-dose activation of IL-2 secretion, actives largely listed as activators | 330,000 tested, under 10 active | AID 504894; further: % of control where 0% means no effect
#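 Activity was scored as IL-2 release from primary human leukocytes given only a TCR signal (a-CD3 beads) plus compound for 48 hr. Detection used a two-antibody HTRF format read at 665nm.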
# TSHR antagonist: human thyrotropin receptor antagonism | P16473 | TSHR-expressing cells, TSH-stimulated cAMP HTRF, 2 h; active compounds read low | activity change, negative = inhibition, % at 11.5 µM | 330,000 compounds, 0.2% hits;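 active means activity change below a set negative limit, meaning inhibition stronger than a set level, cut at about -70% in these data; inconclusive means activity change between two set negative limits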; further: on the % scale 0 is the no-effect control and ±100 the full control effect
#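 Antagonism was scored as loss of TSH-driven cAMP in TSHR cells, stimulated with 4nM TSH (EC80) for 2 hours at 37 deg C and detected by homogeneous HTRF competition immunoassay.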
# Eya2 inh: blocks the phosphatase activity of human Eya2. Potency, µM (titrated, usually from 76.9 µM), for the others: top-dose activity, negative = inhibition, most hits filed as inhibitors. O00167. 330,000 compounds, 0.006% hits. recombinant Eya2, OMFP fluorescence dephosphorylation (OMFP is methylfluorescein phosphate); further: potency means the concentration at half of the fitted maximal effect; on the % scale 0 is the no-effect control and ±100 the full control effect
#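 Eya2 protein (added as 0.2 uM solution) was preincubated with compound for 10 min at ambient temperature in 50 mM HEPES pH 7.5, 50 mM NaCl, 5 uM MgCl2, 0.05% BSA, 1 mM DTT. OMFP (added at 50 uM) then reacted 10 min; fluorescence read at 485/525 nm.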
# Mito fusion act: inhibitors of mitochondrial division or activators of mitochondrial fusion; 320,000 compounds, 0.23% hits; Potency, µM (highest dose often 46.1 µM), for inactives: at the top dose growth rescue (activation), usual class: activators; S. cerevisiae fusion-defective mutant growth rescue, CellTiterGlo 48 h;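 further: potency means the concentration at half of the fitted maximal effect; % of control where 0% means no effect; nearly all actives have a fitted effect of over 45% in size; temperature-sensitive fusion mutants such as fzo1-1 at 37 °C on non-fermentable ethanol glycerol medium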
#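 Read-out: ATP-based luminescence (CellTiterGlo, 10 min ambient) reporting growth of fusion-defective ts yeast after 48 hours at 37C on glycerol/ethanol YPEG medium in the presence of compound.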
# ELG1 DNA repair: ELG1-dependent DNA repair inhibition; HEK293T ELG1-luciferase reporter, luminescence, 16 h; DNA damage induced by 5-fluorouridine; 330,000 compounds, 2.3% hits; Potency, µM (titrated, usually from 46.1 µM), for inactives: at the highest dose activity change, negative = inhibition, actives largely listed as inhibitors; further: potency means the concentration at half of the fitted maximal effect; on the % scale 0 is the no-effect control and ±100 the full control effect; nearly all actives have a fitted effect of over 55% in size
#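 5-Fluorouridine DNA damage + compound/DMSO, 2,000 cells/well, 16 h, 37 °C/5% CO2. ONE-Glo, 30 min RT, luminescence. Readout = decrease in reporter signal.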
# KCNH2 3.1 block: blocks the human KCNH2 3.1 channel isoform | AID 720553 | U2OS KCNH2 3.1, thallium flux FluxOr; active compounds read low | activity change, % (tested at about 1.8 µM) | 340,000 compounds, 0.95% hits;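 active means maximum activity change below -70%; inconclusive means maximum activity change from -70% to -50%; inactive means maximum activity change above -50%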;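 further: thallium influx rate constant from kinetic fluorescence after stimulation buffer; on the % scale 0 is the no-effect control and ±100 the full control effect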
#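 Thallium flux via FluxOr fluorescence (Red40 quencher, 45 min loading) in U2OS cells virally expressing the KCNH2 3.1 isoform (1.77 x 10^8 /mL virus, overnight at 37 C). Rate constants from 2-min kinetic reads post-stimulation, normalised to positive and negative controls.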
# TRPV1 ag: activates the human vanilloid receptor TRPV1 | Q8NER1 | TRPV1-expressing cells, Fluo-8 calcium influx, agonist mode | activation, % at 8.33 µM | 320,000 compounds, 0.19% hits | AID 540275; in the data active means activation above about 80%; inconclusive means between about 30% and that limit; further: 0% is about no effect
#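 Fluo-8 calcium influx in TRPV1-expressing cells, kinetic read (ex 480/em 520 nm). Compound added and read 3 min for agonist activity, followed by capsaicin at EC20 final and 2 min further read for enhancement.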
# hERG WT inh: KCNH2 (human, wildtype) channel inhibition. U2OS, BacMam KCNH2, thallium flux FluxOr; active compounds read low. 340,000 compounds, 0.37% hits. activity change, % at 1.84 µM. Q12809. AID 720551;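 active means maximum activity change below -70%; inconclusive means maximum activity change between -70% and -50%; inactive means maximum activity change above -50%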; further: on the % scale 0 is the no-effect control and ±100 the full control effect
#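 U2OS cells transduced with wild-type KCNH2 virus are loaded with FluxOr dye for 45 min, and thallium flux is measured in kinetic reads before and after stimulation buffer. Rate constants are normalized to DMSO controls.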
# AT treatment: candidate therapy for ataxia-telangiectasia. AID 485349. Potency, µM (titrated, usually from 57.5 µM), for the others: at the top dose activation, most hits filed as activators. […] A-T fibroblasts, KAP-1 phosphorylation AlphaLISA; neocarzinostatin DNA damage 30 min before lysis. 320,000 compounds, 0.19% hits; further: potency means the concentration at half of the fitted maximal effect; % of control where 0% means no effect; nearly all actives have a fitted effect of over 45% in size
#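 ATM-like activity read as KAP-1 phosphorylation via AlphaLISA donor/acceptor antibody pairs after lysis and 6 hr at 25C. Cells were ATM-null patient fibroblasts ([…], hTERT), dosed 60 min, then exposed to the DSB inducer NCS for 30 min.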
# USP2a block: blocks human ubiquitin-specific protease USP2a; USP2 core, Ub-CHOP2 coupled fluorogenic reporter, 485/531; 330,000 compounds, 0.01% hits; Potency, µM (titrated, usually from 38.3 µM), without a hit: at the highest dose activity change, negative = inhibition, hits mostly inhibitors; O75604;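 further: potency means the concentration at half of the fitted maximal effect; plate controls were DMSO wells for no effect and full inhibition by NEM control for full effect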
# Target sequence (O75604 whole entry, looked up): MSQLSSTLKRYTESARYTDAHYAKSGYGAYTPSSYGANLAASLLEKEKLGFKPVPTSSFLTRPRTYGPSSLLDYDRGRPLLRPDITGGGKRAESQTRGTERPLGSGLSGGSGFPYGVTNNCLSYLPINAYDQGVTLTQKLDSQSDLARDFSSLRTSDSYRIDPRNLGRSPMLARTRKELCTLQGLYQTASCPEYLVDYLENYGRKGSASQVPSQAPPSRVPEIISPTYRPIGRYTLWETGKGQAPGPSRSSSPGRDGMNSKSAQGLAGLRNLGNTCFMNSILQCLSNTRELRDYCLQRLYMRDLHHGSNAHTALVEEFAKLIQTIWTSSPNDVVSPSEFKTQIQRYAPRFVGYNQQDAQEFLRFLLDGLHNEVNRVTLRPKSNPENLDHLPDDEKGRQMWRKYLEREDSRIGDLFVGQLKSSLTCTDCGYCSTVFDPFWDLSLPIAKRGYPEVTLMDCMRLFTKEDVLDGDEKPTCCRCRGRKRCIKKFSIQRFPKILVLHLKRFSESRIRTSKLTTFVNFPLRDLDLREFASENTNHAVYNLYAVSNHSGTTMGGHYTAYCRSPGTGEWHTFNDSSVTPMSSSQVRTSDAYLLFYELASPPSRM
#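 USP2 core (10nM final) preincubated 30min RT with compound in 20mM Tris-HCl pH 8.0, 2mM CaCl2, 2mM beta-mercaptoethanol, 0.05% CHAPS; 25nM Ub-CHOP2 plus 25nM reporter substrate added, fluorescence (Ex485/Em531) read after 60min.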
# Numbers without * were called inactive; i = inactive; ? = inconclusive; / = not tested or not shown; [ ] = another dose, or the depositor's remark. Unless noted, the call rests on the fitted dose curve; in most records, active means well fitted curve in the direction sought with a large enough effect; inconclusive means small, poorly fitted or top-dose-only effect, or another doubt; inactive means no such curve, though single readings can be large; an effect the other way counts as inactive or inconclusive.
# Every second line gives: TCR act	TSHR antagonist	Eya2 inh	Mito fusion act	ELG1 DNA repair	KCNH2 3.1 block	TRPV1 ag	hERG WT inh	AT treatment	USP2a block
COC(=O)COc1ccc2c(=O)c(-c3ccccc3OC)coc2c1
  /	-18	-7%	0%	-3%	12	2	2	2%	0%
COc1ccc2oc(C(=O)N3CCN(C/C=C/c4ccccc4)CC3)c(C)c2c1
  -5%	14	-30%	13%	?	-8	-6	-3	-1%	-5%
CC(C)N(C(=O)[C@H]1C[C@H](CC(=O)NCC23CC4CC(CC(C4)C2)C3)C(=O)N2CCc3c([nH]c4cc(-c5ccco5)ccc34)[C@]12C)C(C)C
  7%[46.1 µM]	12	5%	/	-17%	-25	/	-15	6%	1%
CN1c2cccc3cccc(c23)N(C)C1(C)C
  3%	15	3%	-1%	-1%	-2	/	-9	2%	0%
CC(=O)OC1[C@H](Oc2c(O)c(C)c3c4c2[C@@H](C)CC[C@@H]4[C@@H](C)C[C@@H]3C=C(C)C)OC[C@@H](O)[C@@H]1O (some centres not stated)
  1%	-2	-28%	/	18%	2	/	-12	-9%	3%
O=C(Cc1ccccc1)NCc1ccccn1
  2%	3	-7%	4%	8%	5	-1	0	2%[11.5 µM]	0%
CCOC(=O)c1c(C)n(O)c2ccc(Cl)cc2c1=O
  -8%	5	10%	-1%	2%	6	0	-12	/	0%
CN(C)CCN(Cc1ccco1)C(=O)c1cc2c(Cl)nc3ccccc3c2s1
  -4%	17	7%	0%	-9%	5	4	8	-3%	3%
CCc1ccc(NC(=O)CSc2nc3[nH]ncc3c(=O)[nH]2)cc1
  1%	-7	23%	3%	-14%	7	1	-4	1%	1%
CN1C(=O)/C(=C\c2ccc(-c3ccccc3)o2)SC1=S
  -6%	50	-8%	-1%	14%	-84*	1	-18	13%	-4%
Cc1ccc(NS(=O)(=O)c2ccc(Cl)s2)cc1S(=O)(=O)N(C)C
  -13%[46.1 µM]	-10	9%	0%	-11%	21	12	0	-7%	-1%
CC(C)Nc1ncnc2c1nnn2Cc1ccccc1
  3%	-48	1%	3%	6%	-9	0	-23	/	2%
COc1ccc(S(=O)(=O)Cc2ccc(C(=O)NCc3ccccc3OC)o2)cc1
  -6%	-17	-23%	-4%	-2%	-6	1	1	2%	2%
COc1cc(C(=O)NCc2ccccc2)cc(Br)c1OC
  1%[46.1 µM]	-15	-5%	2%	3.7µM*	-8	-12	i	/	1%
CN1C(=O)/C(=C\c2cc(N=Nc3ccccc3)ccc2O)SC1=S
  6%	-8	2%	-1%	5%	-2	-1	-19	-7%	3%
CCCCN(C)CCNC(=O)c1cc2c(=O)[nH]c3ccccc3c2n1C
  3%	20	0%	-6%	18%	14	1	-3	27%	3%
COc1ccc(Cc2nc3ccc(C(=O)N(C)CCc4cnn(C)c4)cc3o2)cc1OC
  -7%	-2	9%	-2%	?	/	-4	0	-3%	1%
CCOC(=O)c1cc2sc(C)cc2n1CC(=O)N(CC)CC
  -3%	15	-20%	1%	5%	1	0	-5	7%	-4%
CCN1CCN(Cc2c(O)c(Cl)cc3c(C)cc(=O)oc23)CC1
  0%	1	4%	-3%	1%	19	1	-2	0%	0%
O=C(N/N=C/c1cccc(F)c1)c1c(O)c2c([nH]c1=O)CCCC2
  -3%[46.1 µM]	-5	7%	2%	?	19	-4	-11	7%	-2%

# Further results follow.
# Every second line gives: TCR act	TSHR antagonist	Eya2 inh	Mito fusion act	ELG1 DNA repair	KCNH2 3.1 block	TRPV1 ag	hERG WT inh	AT treatment	USP2a block
O=C1NC(Cc2c[nH]c3ccccc23)C(=O)N1Cc1ccccc1 (configuration not stated)
  -10%	-10	1%	1%	3%	-14	2	0	3%	1%
Cc1ccc(COc2ccc3c(c2)OCO3)cc1
  -3%	-14	-4%	-2%	?	-11	0	-16	-7%	-2%
O=C(O)CCCNc1n[nH]c(=O)[nH]c1=O
  -6%	7	23%	3%	20%	-7	-5	8	9%	8%
N#Cc1cncc(-c2ccc3c(c2)OCCOCCOCCOCCOCCO3)n1
  -2%[46.1 µM]	2	3%	27%	0%	-28	-2	-12	1%	6%
CC(C)(C)OC(=O)NOCC(=O)N(CC(=O)c1ccccc1)Cc1ccccc1
  -5%	4	18%	10%	13%	-2	?	/	7%	-1%
CC(C)c1ccc(NC(=O)COC(=O)CC2CCCC2)cc1
  -1%	27	-6%	/	21%	0	/	-3	9%	-9%
COc1ccc(Nc2nc(NCC3CCCO3)c3ccccc3n2)c(OC)c1 (configuration not stated)
  -17%	-12	-10%	3%	13µM*	11	21	3	-4%	0%
CN(C)c1ccc(NC(=O)COC(=O)Cn2nnc3ccccc32)cc1
  ?	-12	-14%	-4%	?	-3	-1	-2	-3%	1%
C=CC1=C(C(=O)O)N2C(=O)[C@@H](NC(=O)/C(=N\OCC(=O)O)c3csc(N)n3)[C@H]2SC1
  6%	7	-9%	/	13%	-5	/	5	3%	0%
COc1ccccc1NC(=O)N1CCCC1C(=O)NC12CC3CC(CC(C3)C1)C2 (configuration not stated)
  1%	-10	-35%	12%	7%	-3	?	-8	-7%	0%
O=C(CCN1CCN(c2ccccc2F)CC1)Nc1ccccc1F
  -1%	14	-8%	1%	30%	14	?	-3	-1%	3%
COc1ccc(CCN2C(=O)NC(NC(=O)CC(C)C)(C(F)(F)F)C2=O)cc1OC (configuration not stated)
  9%[46.1 µM]	-2	7%	2%	19%	-5	-4	-14	6%	-2%
COc1cccc(CNC(=O)CN2C(=O)COc3ccc(S(=O)(=O)N4CCCCCC4)cc32)c1
  0%	-1	1%	1%	-5%	-4	1	23	6%	1%
COC(=O)c1ccc(/C=N/N2C(C)CCCC2C)cc1 (configuration not stated)
  10%	-10	-20%	5%	?	9	20	-4	-1%	0%
CC1CN(C(=O)CCS(=O)(=O)c2ccccc2)CC(C)O1 (configuration not stated)
  -3%	38	-4%	2%	?	3	-5	-4	7%	1%
N#Cc1cc2c(nc1SCC(=O)O)CCCCC2
  -4%	12	8%	5%	5%	5	/	5	0%	0%
CCCn1c(N)c(C(=O)CN(C)CC(=O)Nc2cccc(F)c2)c(=O)[nH]c1=O
  2%	6	0%	-1%	-19%	-79*	0	-20	3%	2%
CCc1ccc(-c2cn3c(n2)SCC3)cc1
  -71%	-5	0%	3%	?	-7	8	-1	-1%	1%
Cc1ccc(C(OC(=O)c2ccco2)C(=O)NC2CCCC2)cc1 (configuration not stated)
  0%	10	-10%	-13%	-8%	1	0	0	5%	1%
COc1ccccc1CCNC(=O)CNC(=O)c1ccc2ccccc2c1
  -1%	6	11%	8%	-3%	-5	2	5	2%	0%

# New compounds follow:
# Every second line gives: TCR act	TSHR antagonist	Eya2 inh	Mito fusion act	ELG1 DNA repair	KCNH2 3.1 block	TRPV1 ag	hERG WT inh	AT treatment	USP2a block
O=[N+]([O-])c1ccc(N2CCCCC2)nc1N1CCCCC1
  11%	-11	-10%	5%	5%	-7	12	-1	-5%	-6%
CCn1c(=O)c2c(nc(SCC(=O)Nc3ccccc3)n2C)n(C)c1=O
  3%	-7	-6%	-2%	-6%	7	0	-30	-1%	-1%
Cc1oc(-c2ccc(Cl)cc2)nc1CS(=O)CC(=O)NC(C)c1ccccc1 (configuration not stated)
  8%	0	2%	1%	10%	-8	5	-3	11%	3%
CCCn1nnnc1NC(=O)c1cccs1
  6%	-3	11%	7%	7%	-1	2	-1	-13%	3%
Cc1oc(-c2ccc(Cl)cc2)nc1CS(=O)CC(=O)NCc1ccc2c(c1)OCO2 (configuration not stated)
  3%	-13	6%	-3%	?	-3	1	3	-14%	1%
COc1cccc(N(Cc2nnc3n2CCCCC3)C(=O)Nc2ccccc2)c1
  14%	-2	1%	5%	3%	12	0	-30	-7%	-1%
O=C(NCc1cccc(Cl)c1)NCc1cccc(Cl)c1
  -12%[46.1 µM]	-11	4%	-1%	?	-7	?	20	6%	5%
O=C(CCC(=O)NC1CCCCCC1)Nc1nnc(C(F)(F)F)s1
  4%	-2	0%	-3%	16%	1	2	-13	1%	2%
O=C(CSc1nc2cc(C(=O)O)ccc2c(=O)n1-c1ccc(F)cc1)Nc1ccc(F)c(F)c1F
  1%	-3	1%	3%	-4%	4	-8	-5	40%	2%
CN(C)c1ccc(C(CN)c2c[nH]c3ccccc23)cc1 (configuration not stated)
  9%	-21	-10%	-11%	6%	-7	5	-7	2%	?
CC(C)NC(=O)N(C)C[C@H]1Oc2ccc(NC(=O)CCN3CCOCC3)cc2C(=O)N([C@H](C)CO)C[C@@H]1C
  -3%	-6	-20%	/	-1%	4	/	-4	5%	1%
Cc1ccccc1NC(=O)COC(=O)c1ccc(S(=O)(=O)N2CCCCCC2)cc1
  -4%	2	23%	1%	?	-4	3	-3	-4%	-2%
CSc1ccc(C(=S)N2CCN(CCO)CC2)cc1
  3%	-3	14%	-2%	10%	2	2	7	-3%	1%

# Not all compounds are listed; the hit share may differ from the screen's.
